Screening data (PubChem)
12-LOX inh = inhibitors of human 12S-lipoxygenase ALOX12; purified 12hLO, xylenol orange hydroperoxide absorbance; Potency, µM (series often up to 108 µM), for the others: top-dose activity change, negative = inhibition, usual class: inhibitors; 580,000 compounds, 1.1% hits; active = well fitted inhibition curve with a large enough effect; inconclusive = small, poorly fitted or top-dose-only effect, or another doubt; inactive = no such curve, though single readings can be large or run the other way
Target sequence (P18054 whole entry, looked up): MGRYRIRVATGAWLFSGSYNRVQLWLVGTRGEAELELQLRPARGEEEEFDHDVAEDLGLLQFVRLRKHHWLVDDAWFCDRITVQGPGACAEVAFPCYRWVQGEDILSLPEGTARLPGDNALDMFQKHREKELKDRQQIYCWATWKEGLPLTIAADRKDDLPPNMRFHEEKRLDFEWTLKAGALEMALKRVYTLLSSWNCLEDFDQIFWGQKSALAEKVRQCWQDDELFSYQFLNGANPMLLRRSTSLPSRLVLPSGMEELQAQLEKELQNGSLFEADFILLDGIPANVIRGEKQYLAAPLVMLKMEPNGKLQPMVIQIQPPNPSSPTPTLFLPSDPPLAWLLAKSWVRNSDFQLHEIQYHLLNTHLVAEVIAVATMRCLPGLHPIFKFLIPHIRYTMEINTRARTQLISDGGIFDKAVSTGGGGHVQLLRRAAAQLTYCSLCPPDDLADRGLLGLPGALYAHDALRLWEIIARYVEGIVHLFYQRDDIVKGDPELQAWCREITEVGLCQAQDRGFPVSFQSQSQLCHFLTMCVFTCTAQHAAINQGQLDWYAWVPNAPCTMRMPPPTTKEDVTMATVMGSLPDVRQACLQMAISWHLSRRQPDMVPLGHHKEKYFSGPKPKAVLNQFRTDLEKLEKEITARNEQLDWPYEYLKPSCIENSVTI
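Purified human 12hLO (150 nM final) in 25 mM Hepes, 0.01% Triton X-100, pH 7.0 was preincubated 15 min at room temperature with compound. Then 40 uM arachidonic acid was added, 30 min. Hydroperoxide was read by Fe-XO absorbance ratio 573/405 nm.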
Numbers without * were called inactive; ? = inconclusive; [ ] = another dose, or the depositor's remark. % is set by controls: 0 for no effect and ±100 for the full control effect; potency is the fitted concentration of half-maximal effect. The list is partial. The share of hits here may be higher or lower than overall.

SMILES	12-LOX inh
O=C(CC1CCCN(c2cnn(CC3CC3)c(=O)c2)C1)N1CCCC1 (stereo unspecified)	18%
CC(=O)N[C@H](C)c1onc(-c2ccc(F)cc2)c1C(=O)O	5%[176 µM]
O=C(NC1CCCCC1)C1CCc2sc(C(=O)N3CCCC3)cc2C1 (stereo unspecified)	-9%
CCc1cccc(NC(=O)c2cc(-c3ccc[nH]3)n[nH]2)c1	22µM*
Cc1ccsc1CN1CCCOCCNC(=O)[C@@H]2CCCC[C@@H]21	8%
CC(Nc1ccc(-c2nc(CCCc3ccccc3)no2)cn1)c1cnn(C)c1 (stereo unspecified)	4%
Cc1ccccc1[C@@H]1CN(C(=O)CN(C)C2CCN(C)CC2)C[C@H]1C(=O)O	?
CNC(=O)[C@@H]1CN(Cc2cccc(OC)c2)C[C@H]1CO	35%[activator]
Cc1ccc(CCNC(=O)C2CCN(c3cc(C(F)(F)F)ncn3)CC2)cc1	32%
COc1c(C)cnc(CN(C)C(=O)C2CC(=O)N(C3CCCC3)C2)c1C (stereo unspecified)	25%
CCN(CC)Cc1cnc2c(C(=O)N3CCCCCCC3)cnn2c1	32%[activator]
O=C(Nc1ccccc1)N1CCC(N2C(=O)C(OCC3CC3)C23CCCCC3)CC1 (stereo unspecified)	9%
COc1ccc(N2CC3CCC(C2)N3C(=O)c2c(C)noc2C)cc1	4%[6.33 µM]
COc1ccc(C(=O)N2CCCn3cc(-c4ccccc4)nc32)cn1	20%
COc1ccc(CN2C(=Nc3ccc(OC)cc3)S[C@H]3[C@@H]2[C@@H](O)[C@H](O)C[C@@H]3C(N)=O)cc1	50%[activator]
O=C(Nc1ccc([C@@H](O)[C@H]2COCC(=O)N2Cc2ccccc2F)cc1)c1cccc(F)c1	25%
CC(C)(C)CN1CCOC[C@H]1c1nc(C(C)(C)C)co1	-6%[176 µM]
O=C1CO[C@H]2CCN(Cc3cccs3)CC[C@@H]2N1Cc1c[nH]c2ccccc12	-3%[176 µM]
COc1ccccc1NC(=O)N1C[C@@H]2C[C@H](C1)c1c(/C=C/c3ccc(Cl)cc3)ccc(=O)n1C2	-5%
O=C(N1CCCC1)C1(CCO)CCN(c2ncccn2)C1 (stereo unspecified)	36%

Part of the list above, bar-delimited.
Molecule | 12-LOX inh
COc1ccc(CN2C(=Nc3ccc(OC)cc3)S[C@H]3[C@@H]2[C@@H](O)[C@H](O)C[C@@H]3C(N)=O)cc1 | 50%[activator]
O=C(Nc1ccc([C@@H](O)[C@H]2COCC(=O)N2Cc2ccccc2F)cc1)c1cccc(F)c1 | 25%
CC(C)(C)CN1CCOC[C@H]1c1nc(C(C)(C)C)co1 | -6%[176 µM]
O=C1CO[C@H]2CCN(Cc3cccs3)CC[C@@H]2N1Cc1c[nH]c2ccccc12 | -3%[176 µM]
COc1ccccc1NC(=O)N1C[C@@H]2C[C@H](C1)c1c(/C=C/c3ccc(Cl)cc3)ccc(=O)n1C2 | -5%
O=C(N1CCCC1)C1(CCO)CCN(c2ncccn2)C1 (stereo unspecified) | 36%

(cont.)
SMILES	12-LOX inh
Cc1ccccc1CNC(=O)c1nnn2c1COC(c1ccc(Cl)cc1)C2 (stereo unspecified)	19%
COCCN(C)C[C@@H]1CN(C(=O)CC(F)(F)F)C[C@@H]1CO	-4%
CN(C)c1nc(-c2ccncc2)nc2c1CCN(C(=O)Cc1n[nH]c(=O)[nH]1)C2	-14%
COCC(=O)N[C@@H]1CN(Cc2cccc(C#N)c2)C[C@H]1CO	43%[activator]
CCC(=O)N1CCc2c(C(=O)Nc3ccc(OC)c(OC)c3)cccc21	15%
CC(C)CCN1CCC(N2CCN(C(=O)c3cc(F)ccc3F)CC2)C1=O (stereo unspecified)	44%
CCc1nc2c(c(-c3ccc(OC)cc3)n1)CCN([S+](=O)([O-])c1ccccc1)CC2	14%[6.33 µM]
COc1ccccc1C(=O)N1CCc2nnc([C@@H]3C[C@@H](O)CN3C)n2CC1	0%
Cn1cc(CC(=O)N2CCCc3ncc(C(=O)NCc4cccc(F)c4)cc32)c2ccccc21	-29%
Cn1c2c(c3ccccc31)CN(C(=O)c1ccccc1)CC2	?
COc1cc2c(cc1OC)C(C[C@H]1CN(C(=O)C(C)(C)C)CC[C@H]1CC(=O)O)=NCC2	-16%[176 µM]
Cc1ccc(NC(=O)N2CC[C@H]3C(=O)NCCCCCN(Cc4cccnc4)[C@@H]3C2)cc1C	61%[activator]
CC(C)NC(=O)NCc1nnc2n1C(C(=O)NCCc1ccc(Cl)cc1)CC2 (stereo unspecified)	-1%[6.33 µM]
Cc1cn2nc(C(=O)Nc3cccc(F)c3C)cc2c(N(C)Cc2ccccc2)n1	57%[activator]
CN1CCOc2c(C(=O)NCCc3cnc[nH]3)cc(-c3ccccc3F)cc21	51%[activator][176 µM]
COc1ccc(-c2cc(N3CCCC(NC(=O)c4cccc(N(C)C)c4)C3)n[nH]2)cc1 (stereo unspecified)	77%[activator]
C[C@H]1[C@@H](NC(=O)Nc2ccccc2)CC[C@@]23CCCN2C(=O)CCC[C@@H]13	0%
COCC(=O)NC[C@H]1O[C@H](Cc2cc(-c3ccc(F)cc3)on2)CC[C@@H]1O	94%[activator][176 µM]
NC(=O)C1CCN([C@H]2[C@@H]3OC[C@@H](O3)[C@@H](NCc3ccc(OC(F)(F)F)cc3)[C@@H]2O)CC1	37%[activator]
Cc1c(CC(=O)NC(C)(C)CO)c2c(n1Cc1ccccc1F)CCCC2=O	4%

Structures listed above marked active in 12-LOX inh:
SMILES	12-LOX inh
CCc1cccc(NC(=O)c2cc(-c3ccc[nH]3)n[nH]2)c1	22µM*

An excerpt from above in order of their number in 12-LOX inh, lowest first.
canonical_smiles,12-LOX inh
COc1ccccc1NC(=O)N1C[C@@H]2C[C@H](C1)c1c(/C=C/c3ccc(Cl)cc3)ccc(=O)n1C2,-5%
CCC(=O)N1CCc2c(C(=O)Nc3ccc(OC)c(OC)c3)cccc21,15%
COc1c(C)cnc(CN(C)C(=O)C2CC(=O)N(C3CCCC3)C2)c1C (stereo unspecified),25%
CC(C)CCN1CCC(N2CCN(C(=O)c3cc(F)ccc3F)CC2)C1=O (stereo unspecified),44%

(next part)
SMILES	12-LOX inh
CCOCCn1c(=O)[nH]c2cc(C(=O)N3CCS(=O)(=O)CC3)ccc21	23%
CCn1cc(-c2ccc(Cl)cc2)cc1C(=O)O	4%
CCOC(=O)[C@@H]1CSCCS(=O)(=O)N1C(=O)[C@H](CC(C)C)NC(=O)OC(C)(C)C	1%
COc1ccc(NC(=O)O[C@@H]2CO[C@H]3[C@@H]2OC[C@@H]3n2nnnc2SCc2ccco2)cc1	-4%
O=C(Cn1cccc1-c1nc(-c2ccccc2)no1)N1CCN(c2ccccc2F)CC1	21%
Cn1ncc2c(C(=O)N3CCOCC3)cc(C(C)(C)C)nc21	?
Cc1ccc(-n2c(C3CCN(C(=O)CCc4ccccc4)CC3)n[nH]c2=O)cc1	?
COC(=O)c1cc2n(n1)CCCN(C(=O)COc1ccc(C)c(C)c1)C2	-2%
CCCCNc1ccc2c(c1)OC[C@H](Cc1ccccc1)NS2(=O)=O	-24%
CC(=O)N1CCC([C@@H]2CN(C(=O)c3ccc(C#N)cc3)C[C@H]2CO)CC1	19%
CC(C)n1cnnc1CC1CCN(C(=O)C2(c3ccccc3)CC2)C1 (stereo unspecified)	40%[activator]
CCn1ncc(N2CCC(NC(=O)COc3ccc(F)cc3)CC2)cc1=O	?
Cc1nc(CN2CCN(C(=O)C(c3ccccc3F)N(C)C)CC2)cs1 (stereo unspecified)	30%
N#Cc1ccccc1CN1CC[C@@H]2C(=O)NCCCCCCN(Cc3ccncc3)[C@@H]2C1	130%[activator]
CN(C)c1ccc(C(=O)N[C@H]2CC(C)(C)[C@@H]3C[C@@](C)(O)CC[C@]23CCC(=O)NC2CC2)cc1	3%
O=C(COc1ccc(F)cc1)N1CCOc2ccc(CN3CCc4ccccc4C3)cc2C1	8%
CCOCCn1c(=O)n(CCN2C[C@H]3CC[C@H]2C3)c2cc(C(=O)O)cnc21	64%[activator]
CNC(=O)c1cccn2cncc12	66%[activator][176 µM]
Cc1c(Cl)cccc1NC(=O)N1CCC(OC2CCN(S(C)(=O)=O)CC2)CC1	5%
COCC(=O)N1CCCN(Cc2cccnc2)c2ccccc21	29%
Cc1c(NC(=O)c2ccco2)cccc1C(=O)N1CCC2(CCNCC2)CC1	0%
Cc1cccc(NC(=O)CN2C(=O)NC(c3ccccc3Cl)C3=C2COC3=O)c1C (stereo unspecified)	3%
CCCNC(=O)N1CCC(n2c(C)cnc2C2CC2)CC1	39%[activator]
O=C(Nc1cccc(C(F)(F)F)c1)O[C@@H]1CO[C@H]2[C@@H]1OC[C@@H]2Nc1nccc(-c2ccccc2)n1	11%
CC(=O)Oc1cc(C)c(Cl)c2c(OC(C)=O)cc(C(C)=O)c(O)c12	?
O=C(CCc1n[nH]c2c1CCCC2)N1CC[C@H]2CNC[C@H]21	?
Cc1noc(C)c1-c1cc2c(cc(C)n2CCN(C)C)c(-c2ccccc2O)n1	79µM*
CCOC(=O)[C@H]1C[C@@H]2NCCCCCCNC(=O)[C@@H]2C1	25%
CC1CCCN1C(=O)c1cn2cc(-c3cccc(Cl)c3)n(CC3CC3)c(=O)c2n1 (stereo unspecified)	13%
O=c1c(O)c(Br)ccc2c(Br)c(O)c(O)c(O)c12	?
COc1cccc(CN2C[C@@H](CO)[C@H](c3ccccn3)C2)c1OC	44%[activator]
COc1ccc2cc(C3CN(Cc4cc5n(n4)CCNC5)CCO3)ccc2c1 (stereo unspecified)	1%
Cc1nn2c(c1-c1ccccc1C(C)C)N(C(=O)CCc1cccnc1)CCC2	-6%[176 µM]
O=C([C@H]1CCC[C@H](O)C1)N(CCC1=CCCCC1)Cc1ccccc1	45%[activator]
COc1ccc(NC(=O)c2ccc(-c3ncc4cnc(C5=CCOCC5)cn34)cc2)cn1	24%[176 µM]
O=C(CCc1ccccc1)N1CCC(c2nc(C3CCOCC3)no2)C1 (stereo unspecified)	5%
CCCNC(=O)NC[C@@H]1C=C(C)[C@H](Cc2nc3ccc(OC)cc3[nH]2)C[C@H]1C(C)C	16%[176 µM]
O=C(NCc1cc(F)cc(F)c1)C1CCN(C(=O)c2ncn3c2COC(c2ccc(F)cc2)C3)CC1 (stereo unspecified)	8%
COCCNC(=O)C1CN(c2ccc(OC)cc2)C(=O)N1 (stereo unspecified)	63%[activator][176 µM]
COCCN1CCCCCC(O)c2cc(C(=O)N3CCOCC3)ccc21 (stereo unspecified)	37%[activator]
OCC1CN(c2ccncn2)CC12CCN(Cc1cc(F)c(F)c(F)c1)CC2 (stereo unspecified)	15%
CNC(=O)[C@@H]1C[C@H](n2cc(C(C)(C)NC(=O)c3cccc(F)c3F)nn2)CN1	13%
CCC(CC)NC(=O)CCc1nc(C2CCCN2C(=O)NC(C)C)no1 (stereo unspecified)	15%
COc1cccc(CN2CCC[C@H]2C(=O)N2CCCCCCNC(=O)CC2)c1OC	1%
CCCc1noc(-c2ccn3c(CNC(=O)c4ccc5ccccc5n4)nnc3c2)n1	?
CS(=O)(=O)N1CC2(CCN(C3COC3)C2)Cc2ccccc21 (stereo unspecified)	-5%[6.33 µM]
Cn1nccc1C(=O)NCCC1CCN(C(=O)Nc2ccc(F)cc2)CC1	38%[activator]
CCOCCCNC(=O)N1CCOc2ccc(CN3CCc4ccccc4C3)cc2C1	47%[activator]
CN1Cc2nc(-c3cc(F)cc(F)c3)ccc2OCC1=O	17%[176 µM]
Cc1noc(C)c1CCNC(=O)CCc1ccc2c(c1)CN(S(C)(=O)=O)CCO2	41%[activator]
Cc1cc(NC(=O)c2ccc3c(c2)N(C)C2CCCCN2C3=O)ccc1F (stereo unspecified)	?
COc1ccccc1Nc1cnc2ccc(-c3ccc(F)cc3)nn12	17%[176 µM]
COc1ncccc1-c1nccn2c(C3CN(Cc4ccccc4O)C3)ncc12	48%[activator][176 µM]
O=C1NCCCCCCN[C@H]2C[C@H](c3nc(-c4cccnc4)no3)C[C@@H]12	?
CCc1cccc(NC(=O)N2c3ccccc3CC2c2nc(CCOC)no2)c1 (stereo unspecified)	36%[activator]
Cc1ccc(NC(=O)c2cc3c(N4CCSCC4)nc(C)cn3n2)c(C)c1	8%
CCc1ccc(N2CC(c3noc(-c4ccc(OC)c(F)c4)n3)CC2=O)cc1 (stereo unspecified)	30%
O=C(NCCc1ccccc1)C1CCN(C(=O)[C@H]2CCC[C@H](O)C2)CC1	24%
Cc1noc(-c2cn(C3CCN(C(=O)c4ccccc4)CC3)nn2)n1	31%
CN(C)Cc1cc(C[C@@H]2C[C@H](NC(=O)C3CCC3)C2(C)C)no1	72%[activator][176 µM]

Going on with the list:
SMILES	12-LOX inh
COc1cc(NC(=O)c2cnc(-c3ccc(C)cc3)nc2-c2ccncc2)cc(OC)c1	41%[activator]
Cn1nccc1CN1CCn2c(nn(-c3ccc(Cl)cc3)c2=O)C1	13%[6.33 µM]
O=C(c1c(F)cccc1F)N1CCCC2(C1)NC(=O)N(Cc1cccc(Cl)c1)C2=O (stereo unspecified)	?
CC(=O)N1Cc2ccccc2OC2(CCN(C(=O)N(C)C)CC2)C1	1%[6.33 µM]
COCCCNC(=O)c1ccc2c(c1)n(Cc1ccccc1)c(=O)c1ccnn12	29%
CCOCC(=O)N1CCCn2cc(-c3ccccc3)nc21	-5%
CCn1c(C2CCCN(C(=O)Cc3c[nH]c4ccccc34)C2)nn(C)c1=O (stereo unspecified)	-7%
COCc1noc([C@@H]2CC(F)(F)CN2C(=O)COc2ccccc2)n1	9%
CCn1cc(S(=O)(=O)N2CCCC(Cc3noc(-c4cnccn4)n3)C2)cn1 (stereo unspecified)	16%
CCCCCNC(=O)Cc1csc2nc(C)c(-c3cc(C)n(-c4cc(F)ccc4C)n3)c(=O)n12	37%[activator]
O=c1cc(-c2cnccn2)oc2c(Nc3cccc(OC(F)(F)F)c3)nccc12	-9%[176 µM]
S=C(NCc1ccc2c(c1)OCO2)N1CCN(c2ncnc3c2oc2ccccc23)CC1	-9%
